PI4K2A inh: qHTS for small molecular inhibitors of PI4K2A. Phosphatidylinositol 4-kinase type 2-alpha (Homo sapiens), Q9BTU6. purified PI4K2A, ADP-Glo luminescence, 1 h; active compounds read low. activity change, negative = inhibition, % at 76.9 µM. 0.13% of 420,000 active. AID 1346378, 2018; in the data active = activity change below about -50%; inconclusive = mostly about -30% to -49%;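 note: -100% = wells without enzyme as full effect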
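PI4K2A activity was measured by ADP-Glo luminescence: enzyme (4 ug/mL stock) and phosphatidylinositol (1.2 mM stock) in Tris pH 7.5/MgCl2/EGTA/Triton X-100 buffer were reacted with ATP (300 microM stock) for one hour at ambient temperature.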
ERG-DNA inh: qHTS for Small Molecule Inhibitors of the ERG Ets/DNA interaction; fluorescence polarization, His-ERG Ets domain / labelled DNA; 0.028% of 370,000 active; Transcriptional regulator ERG (Homo sapiens), P11308; Potency, µM (doses to about 76.9 µM), for inactives: at the highest dose FP activity, negative = inhibition, usual class: inhibitors; active = well fitted inhibition curve with a large enough effect in the polarisation, with a control signal flat; inconclusive = small, poorly fitted or top-dose-only effect, or effect the other way, or a change in a side signal; inactive = no such curve, though single readings can be large or run the other way; the % refers to the polarisation;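 note: polarization taken with two DNA probes labelled with fluorescein and Texas red; potency is the fitted concentration of half-maximal effect; % of control where 0% means no effect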
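His-tagged ERG Ets domain (1 uM in the protein solution; 300mM KCl, 50mM Tris-HCl, 1mM EDTA, 1mM DTT, pH 7.5) received compound, then a probe mix of 5 nM fluorescein-DNA and 100nM Texas-615-DNA. Fluorescence polarization was read for both dyes.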
JMJD2A Tudor inh: qHTS Assay for Inhibitors of JMJD2A-Tudor Domain. 4.4% of 390,000 active. AlphaScreen JMJD2A-Tudor / H3K4me3 peptide binding. AID 504339, 2011. Potency, µM (series often up to 114 µM), for the others: at the highest dose activity change, negative = inhibition, hits mostly inhibitors; note: potency is the fitted concentration of half-maximal effect; % is set by controls: 0 for no effect and ±100 for the full control effect; nearly all actives have a fitted effect of over 50% in size
G9a inh: qHTS Assay for Inhibitors of Histone Lysine Methyltransferase G9a; Potency, µM (top dose mostly 102 µM), inactives show at the top dose activity, negative = inhibition, hits mostly inhibitors; Histone-lysine N-methyltransferase EHMT2 (Homo sapiens), Q96KQ7; 8.8% of 350,000 active; G9a H3K9 monomethylation, AlphaScreen, 2 h; AID 504332, 2011; note: potency is the fitted concentration of half-maximal effect; % is set by controls: 0 for no effect and ±100 for the full control effect; nearly all actives have a fitted effect of over 75% in size
Target sequence (Q96KQ7 913-1193 limits assumed): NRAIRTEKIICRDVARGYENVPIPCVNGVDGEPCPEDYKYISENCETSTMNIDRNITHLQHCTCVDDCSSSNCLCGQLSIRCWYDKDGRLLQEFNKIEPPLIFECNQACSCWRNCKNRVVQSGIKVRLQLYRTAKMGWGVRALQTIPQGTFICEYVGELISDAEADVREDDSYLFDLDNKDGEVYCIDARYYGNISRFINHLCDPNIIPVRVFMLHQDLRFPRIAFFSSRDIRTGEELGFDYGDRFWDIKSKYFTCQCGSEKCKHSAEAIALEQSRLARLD
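Enzyme 20 nM + cpd, 15 min RT; add b-H3K9 pep 500 nM / SAM 20 uM; 2 h RT; anti-H3K9me1 Ab 0.5 ug/mL + SA donor / anti-rabbit acceptor beads 20 ug/mL each, 10 min; AlphaScreen read.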
Pin1 inhibitor: qHTS Assay to Find Inhibitors of Pin1; Pin1 FP peptide displacement, HiFluor488, 10 min; Peptidyl-prolyl cis-trans isomerase NIMA-interacting 1 (Homo sapiens), Q13526; Potency, µM (doses to about 115 µM), for inactives: at the highest dose activity, negative = inhibition, usual class: inhibitors; 0.009% of 390,000 active; active = well fitted inhibition curve with a large enough effect in the polarisation, with a control signal flat, not every such curve was filed as active; inconclusive = small, poorly fitted or top-dose-only effect, or effect the other way, or a change in a side signal; inactive = no such curve, though single readings can be large or run the other way; the % refers to the polarisation; note: potency is the fitted concentration of half-maximal effect; % is set by controls: 0 for no effect and ±100 for the full control effect
Target sequence (Q13526 whole entry, looked up): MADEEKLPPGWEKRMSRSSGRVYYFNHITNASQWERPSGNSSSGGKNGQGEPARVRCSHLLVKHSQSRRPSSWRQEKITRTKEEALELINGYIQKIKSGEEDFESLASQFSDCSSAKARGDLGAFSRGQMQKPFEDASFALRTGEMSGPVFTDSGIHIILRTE
BAZ2B block: qHTS Assay for Inhibitors of BAZ2B | AlphaScreen BAZ2B-H3K14Ac peptide displacement | Potency, µM (doses to about 114 µM), inactives show at the top dose activity change, negative = inhibition, hits mostly inhibitors | 4.4% of 360,000 active; note: potency is the fitted concentration of half-maximal effect; % is set by controls: 0 for no effect and ±100 for the full control effect; nearly all actives have a fitted effect of over 60% in size
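AlphaScreen luminescence quantifies BAZ2B engagement of H3K14Ac peptide; the protein and biotinylated peptide are both at 50 nM final, buffer PBS pH 7.4 with 0.01% Tween-20, all steps at room temperature.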
PGK inhibitor: qHTS Assay to Find Inhibitors of Phosphoglycerate Kinase | Phosphoglycerate kinase, glycosomal (Trypanosoma brucei brucei), P07378 | PGK/GAPDH coupled, Kinase-Glo luminescence, 60 min | Potency, µM (titrated, usually from 57.5 µM), for inactives: at the top dose activity change, negative = inhibition, usual class: inhibitors | 0.043% of 380,000 active | AID 602233, 2012; note: potency is the fitted concentration of half-maximal effect; % is set by controls: 0 for no effect and ±100 for the full control effect; nearly all actives have a fitted effect of over 60% in size
Target sequence (P07378 whole entry, looked up): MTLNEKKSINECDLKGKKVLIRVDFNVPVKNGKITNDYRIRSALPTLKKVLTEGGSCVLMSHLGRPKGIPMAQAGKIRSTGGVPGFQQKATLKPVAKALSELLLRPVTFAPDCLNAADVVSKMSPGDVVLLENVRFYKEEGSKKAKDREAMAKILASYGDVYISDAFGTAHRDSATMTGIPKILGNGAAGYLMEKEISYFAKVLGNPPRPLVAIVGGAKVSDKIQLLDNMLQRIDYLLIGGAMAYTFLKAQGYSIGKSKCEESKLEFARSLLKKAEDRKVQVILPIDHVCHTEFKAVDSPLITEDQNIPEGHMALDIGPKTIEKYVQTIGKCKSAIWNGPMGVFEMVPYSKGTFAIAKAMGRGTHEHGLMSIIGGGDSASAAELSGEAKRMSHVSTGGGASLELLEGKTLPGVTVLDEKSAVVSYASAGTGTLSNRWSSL
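Luminescent ATP detection (Kinase-Glo Plus) follows a 60-minute room-temperature incubation, with wells lacking PGK as controls. Buffer: 100 mM TEA (pH 7.6), 5 mM MgCl2, 0.01% Tween-20. Coupling enzyme GAPDH (100 nM final) supplies unstable 1,3-BPG in-well.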
HP1b binding inh: HTS for Inhibitors of HP1-beta Chromodomain Interactions with Methylated Histone Tails. AlphaScreen HP1-beta / biotin-H3K9me3 peptide binding. Potency, µM (top dose mostly 114 µM), without a hit: at the top dose activity change, negative = inhibition, actives largely listed as inhibitors. 0.56% of 390,000 active; note: potency is the fitted concentration of half-maximal effect; nearly all actives have a fitted effect of over 70% in size; inactives centre near 23
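HP1-beta protein (50 nM final) preincubated 30 min at room temperature with biotinylated H3(1-18)K9me3 peptide (50 nM) in PBS pH 7.4, 0.01% Tween-20, then compound added for 30 min. AlphaScreen streptavidin donor/nickel chelate acceptor beads (10 ug/mL final), 30 min dark, luminescence read.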
GLS inh: qHTS for Inhibitors of Glutaminase (GLS); Glutaminase kidney isoform, mitochondrial (Homo sapiens), O94925; GLS enzymatic activity, qHTS titration; Potency, µM (titrated, usually from 45.5 µM), for inactives: at the highest dose activity change, negative = inhibition, actives largely listed as inhibitors; 0.21% of 410,000 active; note: potency is the fitted concentration of half-maximal effect; % is set by controls: 0 for no effect and ±100 for the full control effect
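Glutamate formation by hKGA was monitored fluorometrically using coupled glutamate oxidase, HRP and Amplex Red. Substrate was added as 1 mM L-glutamine solution; incubation was 30 min at RT after an initial read.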
The depositor's hits bear a star; i = inactive; ? = inconclusive; . = no result given; [ ] = remark or other dose. Unless noted, calls come from the whole dose curve; as a rule, active = well fitted curve in the direction sought with a large enough effect; inconclusive = small, poorly fitted or top-dose-only effect, or another doubt; inactive = no such curve, though single readings can be large; an effect the other way counts as inactive or inconclusive. Rows are unselected; about 11% have a hit in one of these screens.

SMILES	PI4K2A inh	ERG-DNA inh	JMJD2A Tudor inh	G9a inh	Pin1 inhibitor	BAZ2B block	PGK inhibitor	HP1b binding inh	GLS inh
CCCCC[C@@H]1C=C(C(=O)O)[C@H](c2ccc(C)cc2)N1S(=O)(=O)c1ccc(C)cc1	-5	3%	89µM*	.	-8%	.	-12%	0%	8%
CCCOc1ccc(-c2cccc(NS(=O)(=O)c3ccccc3)c2)nn1	14	5%	-20%	-1%[59 µM]	23%	14%	-7%	73%[activator]	8%
Cc1nc2ccc([N+](=O)[O-])cc2c(=O)n1Cc1ccc(Cl)cc1	0	12%	-5%	20%	?	-14%	-4%	42%[activator]	-6%
Cc1ccc(S(=O)(=O)c2cc3c(=O)n4ccccc4nc3n(C)c2=N)cc1	-2	0%	-18%	1%[59 µM]	-4%	13%	-2%	37%	-1%
Cc1[nH]n(C)c(=O)c1N=Nc1ccc(S(C)(=O)=O)cc1	-5	4%	?	?	-6%	-19%	-3%	13%	-3%
COC(=O)c1ccc(CNC(=O)COC(=O)CCN2C(=O)C3CC=CCC3C2=O)cc1 (stereo unspecified)	-1	3%	-12%	-31%	1%	11%	-1%	-18%	1%
COc1ccc2c(CNCc3cccs3)c(C(=O)O)n(Cc3ccc(F)cc3Cl)c2c1	2	0%	-33%	-6%[59 µM]	2%	?	-16%	0%	19%
COc1ccc(C2(CNC(=O)Cc3ccccc3)CCCC2)cc1OC	-1	.	-14%	9%[59 µM]	5%	7%	-1%	28%	-7%
CC(C)[C@H](NC(=O)N1c2ccccc2NC(=O)[C@@H]1C(C)C)C(=O)N[C@H](C(=O)O)c1ccccc1	1	11%	-4%	-4%	-2%	?	-3%	47%[activator]	-5%
O=C(Nc1ccccc1-c1nc2ccccc2s1)c1cccnc1	1	-7%	?	14%	3%	-19%	2%	34%[activator]	39%[activator]
CC(CCc1ccccc1)NC(=O)CN(C)Cc1ccc(F)cc1 (stereo unspecified)	0	-4%	-14%	20%	0%	6%	0%	-9%	-1%
CC1CCC(NC(=O)Cn2c(=O)oc3ccccc32)CC1 (stereo unspecified)	-1	-1%	3%	0%	29%	-24%	1%	33%	0%
O=C1OCCC1Sc1nc2ccccc2n1Cc1ccccc1 (stereo unspecified)	-1	-2%	-3%	0%[12.7 µM]	0%	-4%	-6%	26%	2%
CCOCC(=O)NCc1ccc2c(c1)cc(C)n2C	-13	?	-23%	35µM*	?	-31%	-5%	12%	0%
CCc1ccc(OCC(=O)OC2CCS(=O)(=O)C2)cc1 (stereo unspecified)	-2	.	-5%	18%[59 µM]	-3%	23%	-6%	25%	4%
CC(NC(=O)/C(C#N)=C/c1ccc(C(=O)O)cc1)c1ccccc1 (stereo unspecified)	-15	-12%	-21%	-27%[0.0925 µM]	1%	-9%	-2%	35%	-15%
N#CC(C#N)=C1NC2(CCCCC2)Cc2ccccc21	0	12%	-16%	14%	-4%	-16%	-12%	16%	0%
CCOC(=O)c1ccc(NC(=O)CSc2nnc(Cc3cccs3)n2C)cc1	-7	-4%	5%	2%[59 µM]	3%	-5%	-5%	16%	1%
O=C(CCNC(=O)C1CCN(S(=O)(=O)c2ccccc2)CC1)NC1CC1	8	1%	-10%	-4%	-3%	-2%	9%	29%	-3%
COc1ccccc1CNC(=O)c1cc(S(=O)(=O)N2CCCC(C)C2)cn1C (stereo unspecified)	1	4%	-22%	7%[59 µM]	1%	-12%	4%	7%[57 µM]	1%
Cn1nnnc1SCC(=O)c1ccc(Br)s1	-10	10%	-16%	.	13%	0%	i	39%[activator]	-7%
Cn1c(=O)c(C(N)=S)cn(-c2ccccc2)c1=O	2	-9%	5%	?	4%	-1%	i	43%[activator]	-6%
Cc1nnc(SCC(=O)Nc2ccc(N(C)C)cc2)n(N)c1=O	3	-4%	-26%	-16%	-1%	-7%	-3%	-9%	5%
CC(c1ccccc1)N1CC(C(=O)N2CCCC(C(N)=O)C2)CC1=O (stereo unspecified)	-3	-2%	0%	4%[12.7 µM]	-2%	-2%	-9%	37%[activator]	2%
COc1ccc(-n2c(C)cc(/C=C(\C#N)C(=O)NCc3ccco3)c2C)cc1	-3	.	-14%	-50%[59 µM]	-2%	-35%	-1%	17%	3%
Cc1ccc(-c2nnc(N(C)C(=O)c3ccccn3)s2)cn1	4	-5%	-10%[11.4 µM]	?	-3%	-30%	-7%	-8%	0%
Cc1ccc(-n2c(Cl)c(Cl)[nH]c(=O)c2=O)cc1	4	-3%	-31%	?	-7%	?	-9%	-5%	21%
Cc1cccc(OCCNC(=O)CCc2ccccc2)c1	-4	6%	-9%	.	1%	.	i	62%[activator]	-5%
Cc1c(NC(=O)Nc2ccc(F)cc2F)c(=O)n(-c2ccccc2)n1C	2	-11%	-5%	23%	-18%	-13%	-3%	25%	22%
OC(CN1CCN(c2ccccc2F)CC1)c1ccc(F)cc1 (stereo unspecified)	7	-4%	1%	7%	1%	19%	-3%	65%[activator]	13%
CC(=O)Nc1ccc(NC(=O)CSc2nnc(NC(=O)C3CC3)s2)cc1	1	-2%	-14%	.	-7%	-6%	-7%	16%	4%
CCN(CC)c1ccc(/C=N/NC(=O)Cc2cccs2)c(O)c1	0	-6%	-21%	?	43%[activator]	?	15%	15%	-7%
CCc1nnc(NC(=O)CN2CCN(c3nc(-c4ccccc4)cs3)CC2)s1	-1	-4%	?	50µM*	5%	?	-2%	-10%	2%
CC(=O)Nc1ccc(NC(=O)CSc2nnc(NC(=O)Cc3ccc(F)cc3)s2)cc1	0	-2%	1%	22%	-1%	-16%	4%	19%	7%
COc1ccc(C2=Nn3c(nnc3-c3ccccn3)SC2)cc1	3	-9%	40µM*	-97%	-2%	25µM*	i	25%	3%
CCOc1ccc2oc(=O)cc(CN3CCN(c4ccc(OC)cc4)CC3)c2c1	-5	-2%	?	-12%[59 µM]	1%	-27%	i	-3%	3%
O=C(CN1CCC(n2nnc3cc(F)ccc32)CC1)NNC(=O)c1ccccc1	0	.	-19%	5%	-3%	1%	-3%	35%[activator]	12%
Cn1c(=O)n(C)c2cc(S(=O)(=O)Nc3ccc(F)cc3)ccc21	-1	-8%	-3%	73%[activator]	-3%	?	3%	35%	3%
CCOc1ccc2nc(NCCNC(=S)NCCCN(C)C)c(C#N)cc2c1	-10	11%	4%	5%	-2%	8%	-4%	54%[activator]	16%
COc1ccc(OC(C)C(=O)Nc2ccc([N+](=O)[O-])cc2)cc1 (stereo unspecified)	5	8%	-26%	4%[59 µM]	-1%	-24%	13%	6%	1%
C=CCn1c(SCC(=O)NC2CCCCC2)nnc1C(C)NC(=O)c1cccs1 (stereo unspecified)	2	13%	-9%	8%[59 µM]	1%	4%	0%	34%	3%

Quoted from the listing:
For BAZ2B block, CCOc1ccc2oc(=O)cc(CN3CCN(c4ccc(OC)cc4)CC3)c2c1 shows -27%
For Pin1 inhibitor, C=CCn1c(SCC(=O)NC2CCCCC2)nnc1C(C)NC(=O)c1cccs1 (stereo unspecified) shows 1%

Quoted at random: 7 compounds from above, in no set order.
SMILES	PI4K2A inh	ERG-DNA inh	JMJD2A Tudor inh	G9a inh	Pin1 inhibitor	BAZ2B block	PGK inhibitor	HP1b binding inh	GLS inh
O=C(CN1CCC(n2nnc3cc(F)ccc32)CC1)NNC(=O)c1ccccc1	0	.	-19%	5%	-3%	1%	-3%	35%[activator]	12%
CC(=O)Nc1ccc(NC(=O)CSc2nnc(NC(=O)C3CC3)s2)cc1	1	-2%	-14%	.	-7%	-6%	-7%	16%	4%
Cn1c(=O)n(C)c2cc(S(=O)(=O)Nc3ccc(F)cc3)ccc21	-1	-8%	-3%	73%[activator]	-3%	?	3%	35%	3%
CCc1nnc(NC(=O)CN2CCN(c3nc(-c4ccccc4)cs3)CC2)s1	-1	-4%	?	50µM*	5%	?	-2%	-10%	2%
CCOc1ccc2oc(=O)cc(CN3CCN(c4ccc(OC)cc4)CC3)c2c1	-5	-2%	?	-12%[59 µM]	1%	-27%	i	-3%	3%
COc1ccc(OC(C)C(=O)Nc2ccc([N+](=O)[O-])cc2)cc1 (stereo unspecified)	5	8%	-26%	4%[59 µM]	-1%	-24%	13%	6%	1%
COc1ccc(C2=Nn3c(nnc3-c3ccccn3)SC2)cc1	3	-9%	40µM*	-97%	-2%	25µM*	i	25%	3%

High-throughput results (PubChem)
